Vif-A3G inh – inhibitors of Vif-APOBEC3G interaction; Q9HC16; HeLa A3G-eYFP + Vif (tagged APOBEC3G with the HIV-1 protein that degrades it), YFP fluorescence, overnight; Potency, µM (highest dose often 46.1 µM), for the others: at the top dose activity, negative = active, usual class: inhibitors; 410,000 compounds, 0.076% hits; AID 602310;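 also: potency is read from the fitted curve at half-maximal effect; % is scaled to controls: 0 for no effect and ±100 for the full control effect; nearly all actives have a fitted effect of over 60% in size; hits raise eYFP signal because A3G escapes Vif-driven loss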
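HeLa cells stably expressing Vif and C-terminally eYFP-tagged A3G, seeded overnight at 37 deg C, then exposed to compound by pintool overnight at 37 deg C. Rise in yellow fluorescence (Ex 488/Em 500-530, Acumen) marks blocked Vif-driven A3G degradation.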
Vif-A3F inh – inhibitors of Vif-A3F interaction. Potency, µM (series often up to 46.1 µM), without a hit: at the top dose activity, negative = active. HeLa A3F-eYFP + Vif (tagged APOBEC3F with the HIV-1 protein that degrades it), YFP fluorescence increase. 390,000 compounds, 0.2% hits; also: potency is read from the fitted curve at half-maximal effect; % of control where 0% means no effect; nearly all actives have a fitted effect of over 65% in size
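Fluorescence increase (Ex 488/Em 500-530) after overnight compound treatment at 37 deg C flags inhibition of Vif-driven A3F-eYFP loss in stable HeLa A3F-eYFP/Vif cells seeded overnight beforehand.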
RXFP1 agonist – activates the human relaxin receptor RXFP1. Q9HBX9. HEK293T-RXFP1 cAMP TR-FRET, 30 min; response scale: percent of porcine relaxin response, buffer zero. Potency, µM (doses to about 57.5 µM), for the others: at the top dose activation, hits mostly activators. 370,000 compounds, 0.3% hits. AID 2676; also: potency is read from the fitted curve at half-maximal effect; % is scaled to controls: 0 for no effect and ±100 for the full control effect; nearly all actives have a fitted effect of over 60% in size; many of its hits are not listed in these tables
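HEK293T cells stably expressing RXFP1 were pretreated with the PDE4 inhibitor Ro 20174, exposed to compounds for 30 min at 37C, lysed, and cAMP was read by TR-FRET. Data normalized to buffer (basal) and 29 nM porcine relaxin (100%).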
D1 potentiator – potentiators of human D1 dopamine receptor; P21728; HEK293 TREx D1 cells, calcium flux, dopamine EC20 potentiation; potentiation, % at 10 µM; 360,000 compounds, 0.036% hits; in the data active = potentiation above about 30%; also: 0% is about no effect
Target sequence (P21728 whole entry, looked up): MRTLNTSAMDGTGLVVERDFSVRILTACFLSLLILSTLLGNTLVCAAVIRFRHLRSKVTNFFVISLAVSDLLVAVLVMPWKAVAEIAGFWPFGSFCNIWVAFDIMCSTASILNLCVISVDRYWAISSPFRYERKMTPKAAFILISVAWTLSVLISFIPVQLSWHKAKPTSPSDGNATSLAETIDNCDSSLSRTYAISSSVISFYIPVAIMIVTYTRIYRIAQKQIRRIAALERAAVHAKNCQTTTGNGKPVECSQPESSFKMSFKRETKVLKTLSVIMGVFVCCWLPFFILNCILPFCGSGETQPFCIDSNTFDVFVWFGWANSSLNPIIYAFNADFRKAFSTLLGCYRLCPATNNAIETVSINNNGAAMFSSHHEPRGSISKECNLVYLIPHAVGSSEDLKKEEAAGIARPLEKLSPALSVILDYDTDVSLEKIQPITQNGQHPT
D1 antagonist – blocks dopamine activation of the human D1 receptor. P21728. HEK293 TREx D1 cells, calcium flux, dopamine EC80; stronger effect = lower value. activity change, negative = inhibition, % at 10 µM. 360,000 compounds, 3.2% hits. AID 504652; in the data active = activity change below about -30%; also: % is scaled to controls: 0 for no effect and ±100 for the full control effect
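Inducible Hek293 Trex D1 cells (tetracycline, overnight, 30 C). Calcium dye 30–90 min RT. Antagonist mode: EC80 dopamine added after 180 s compound read.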
Glioma ERSR ind – induces the endoplasmic reticulum stress response in human glioma cells | U87-MG GRP78 promoter luciferase reporter, 16 h | Potency, µM, inactives show top-dose activation, actives largely listed as activators | 420,000 compounds, 0.02% hits | AID 602332; also: potency is read from the fitted curve at half-maximal effect; series mostly up to about 76 µM; % of control where 0% means no effect; nearly all actives have a fitted effect of over 35% in size
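ERSR induction read as luciferase luminescence (Bright-Glo, 10 min at room temperature) in stably transfected human U87-MG glioma cells exposed to compounds for 16 h, using GRP78 as sensor.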
D2 PAM – D2 dopamine receptor (human) potentiation. HEK293 T-REx D2, calcium flux, EC20 dopamine potentiation. potentiation, % at 10 µM. 340,000 compounds, 0.34% hits. AID 485347;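 active = potentiation over 3 SD above the plate norm, cut at about 30% in these data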; also: 0% is about no effect
Target sequence (P14416 whole entry, looked up): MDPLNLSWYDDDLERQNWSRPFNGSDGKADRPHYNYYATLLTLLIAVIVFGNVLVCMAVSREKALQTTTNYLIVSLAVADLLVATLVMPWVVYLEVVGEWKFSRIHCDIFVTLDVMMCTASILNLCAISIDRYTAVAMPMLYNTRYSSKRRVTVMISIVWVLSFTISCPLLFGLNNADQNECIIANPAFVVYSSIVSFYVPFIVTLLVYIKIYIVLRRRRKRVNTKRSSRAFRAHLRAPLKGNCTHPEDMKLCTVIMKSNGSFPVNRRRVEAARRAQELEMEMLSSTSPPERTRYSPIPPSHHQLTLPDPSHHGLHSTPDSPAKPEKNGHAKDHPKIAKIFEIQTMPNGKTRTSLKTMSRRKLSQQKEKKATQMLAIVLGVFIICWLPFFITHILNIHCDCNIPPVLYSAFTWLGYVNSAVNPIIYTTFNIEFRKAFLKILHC
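Using a no-wash calcium dye in inducible, force-coupled HEK293 Trex cells expressing D2, we tracked fluorescence each second for 180 s after compound, then for 180 s after EC20 dopamine to detect augmented signalling.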
LDHA inh – inhibitors of human lactate dehydrogenase A | activity change, % (values are at about 110 or 230 µM) | 480,000 compounds, 0.15% hits | P00338 | purified LDHA, NADH/diaphorase-resazurin fluorescence; stronger effect = lower value; in the data active = activity change below about -30%; inconclusive = mostly about -25% to -30%;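 also: plate controls were DMSO wells for no effect and wells without enzyme for full effect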
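Human LDH5 at 2 nM final in Tris HCl pH 7.4 with 0.06 mM NADH and 0.2 mM pyruvate, reacted 5 minutes at room temperature. Remaining NADH coupled via diaphorase/resazurin; resorufin fluorescence read at 0 and 20 minutes, normalized to enzyme-free and DMSO wells.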
D1 ag – agonists of human D1 dopamine receptor | P21728 | HEK293 T-REx D1 cells, calcium flux, agonist mode | activation, % at 2 µM | 360,000 compounds, 1% hits | AID 504660; in the data active = activation above about 30%; also: 0% is about no effect
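Tetracycline-induced HEK293 TREx D1 cells, force-coupled to calcium signalling, were dye-loaded with a no-wash calcium kit. Compound was pin-added after a 10 s baseline. Fluorescence was read kinetically at 1 cycle/s for 180 s, with calcium rises flagged as agonism.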
An asterisk follows results filed as active. Unless noted, calls follow the shape of the dose curve; as a rule, active = well fitted curve in the direction sought with a large enough effect; inconclusive = small, poorly fitted or top-dose-only effect, or another doubt; inactive = no such curve, though single readings can be large; an effect the other way counts as inactive or inconclusive. Only part of the results is shown; count on the stated rates, not on these rows.

`COC(=O)c1ccc(CN(C)S(=O)(=O)c2ccc(C)cc2)o1` gave Vif-A3G inh -1%, Vif-A3F inh 0%, RXFP1 agonist 1.2%, D1 potentiator -7, D1 antagonist -17, Glioma ERSR ind -4%, D2 PAM 0, LDHA inh -14 and D1 ag 6.
`Nc1nonc1-c1nc2ccccc2n1Cc1c(Cl)cccc1Cl` gave Vif-A3G inh -11%, Vif-A3F inh inconclusive, RXFP1 agonist 2.2%, D1 potentiator 2, D1 antagonist 7, Glioma ERSR ind -2%, D2 PAM -4, LDHA inh -4 and D1 ag 2.
Screening CC(CN1CCOCC1)OC(=O)c1ccc(C(C)(C)C)cc1 (stereo not given) returned Vif-A3G inh 2%, Vif-A3F inh -2%, RXFP1 agonist -3.5%, D1 potentiator 4, D1 antagonist 2, Glioma ERSR ind 1%, D2 PAM 4, LDHA inh -1 and D1 ag 23.
For Cc1ccc2cc(CN(CCc3ccccc3)C(=S)NCCCN(C)C)c(=O)[nH]c2c1 the results were Vif-A3G inh 6%, Vif-A3F inh 0%, RXFP1 agonist 0.3%, D1 potentiator -3, D1 antagonist 42, Glioma ERSR ind -4%, D2 PAM 1, LDHA inh -8 and D1 ag 3.
Screening COc1ccc2cc(CN(CCc3ccccc3)Cc3nnnn3CC3CCCO3)c(=O)[nH]c2c1 (stereo not given) returned Vif-A3G inh 1%, Vif-A3F inh -3%, RXFP1 agonist -0.2%, D1 potentiator -5, D1 antagonist 7, Glioma ERSR ind 1%, D2 PAM -7, LDHA inh -8 and D1 ag 1.
Screening CC(C)NS(=O)(=O)c1ccc(OCC(=O)Nc2ccccc2F)cc1 returned Vif-A3G inh 2%, Vif-A3F inh 2%, RXFP1 agonist 2.2%, D1 potentiator 0, D1 antagonist -6, Glioma ERSR ind -2%, D2 PAM -1, LDHA inh -5 and D1 ag -1.
CC(=O)Nc1ccc(OC(=O)c2cc3cc(Br)ccc3oc2=O)cc1 was read as Vif-A3G inh -1%, Vif-A3F inh 0%, RXFP1 agonist 0.3%, D1 potentiator 2, D1 antagonist 15, Glioma ERSR ind -4%, D2 PAM 1, LDHA inh 2 and D1 ag 2.
COc1ccc(N2C(=O)NC(NS(=O)(=O)c3ccccc3)(C(F)(F)F)C2=O)cc1 (stereo not given) was read as Vif-A3G inh 0%, Vif-A3F inh 3%, RXFP1 agonist 2.4%, D1 potentiator -1, D1 antagonist 21, Glioma ERSR ind -3%, D2 PAM -3, LDHA inh 1 and D1 ag 3.
Screening Cc1ccc(C)c(NS(=O)(=O)c2ccc(OCC(=O)N3CCOCC3)cc2)c1 returned Vif-A3G inh 0%, Vif-A3F inh 6%, RXFP1 agonist -0.7%, D1 potentiator -7, D1 antagonist -12, Glioma ERSR ind -4%, D2 PAM -3, LDHA inh -2 and D1 ag 1.
CCOc1ncccc1C(=O)NCCc1ccc(Cl)cc1 was read as Vif-A3G inh -3%, Vif-A3F inh 15%, RXFP1 agonist -2.0%, D1 potentiator -3, D1 antagonist -15, Glioma ERSR ind -4%, D2 PAM -6, LDHA inh -8 and D1 ag 3.
For COC(=O)C1=C(C)NC(C)=C(C(=O)OC)C1C(=O)OCc1nnc(-c2ccccc2Cl)o1 the results were Vif-A3G inh 2%, Vif-A3F inh 3%, RXFP1 agonist 1.4%, D1 potentiator -7, D1 antagonist 4, Glioma ERSR ind 3%, D2 PAM -3, LDHA inh -15 and D1 ag 2.
Screening O=C1C(Cl)=C(Oc2ccccc2)C(=O)c2ccccc21 returned Vif-A3G inh inconclusive, Vif-A3F inh 10µM*, Glioma ERSR ind -14% and LDHA inh 50.
COCCn1c(SC(C)C(=O)Nc2ncc(Cl)cc2Cl)nc2ccccc21 (stereo not given) was read as Vif-A3G inh 1%, Vif-A3F inh 6%, RXFP1 agonist 0.8%, D1 potentiator 1, D1 antagonist 13, Glioma ERSR ind -3%, D2 PAM -3, LDHA inh -5 and D1 ag -1.
Screening CC(=O)c1ccc(N2CCN(C(C)C(=O)NC3CCCc4ccccc43)CC2)cc1 (stereo not given) returned Vif-A3G inh 0%, Vif-A3F inh 4%, RXFP1 agonist 2.1%, D1 potentiator -15, D1 antagonist -21, Glioma ERSR ind -1%, D2 PAM 9, LDHA inh -6 and D1 ag 1.
`COc1cccc(NC(=O)Cn2nc(Cc3cccnc3)c3ccccc3c2=O)c1` gave Vif-A3G inh -1%, Vif-A3F inh 5%, RXFP1 agonist -0.4%, D1 antagonist -20, Glioma ERSR ind -6%, D2 PAM 1, LDHA inh -11 and D1 ag -1.

For reference, some entries already given:
`COC(=O)c1ccc(CN(C)S(=O)(=O)c2ccc(C)cc2)o1` gave Vif-A3G inh -1%, Vif-A3F inh 0%, RXFP1 agonist 1.2%, D1 potentiator -7, D1 antagonist -17, Glioma ERSR ind -4%, D2 PAM 0, LDHA inh -14 and D1 ag 6.
`Nc1nonc1-c1nc2ccccc2n1Cc1c(Cl)cccc1Cl` gave Vif-A3G inh -11%, Vif-A3F inh inconclusive, RXFP1 agonist 2.2%, D1 potentiator 2, D1 antagonist 7, Glioma ERSR ind -2%, D2 PAM -4, LDHA inh -4 and D1 ag 2.
Screening CC(CN1CCOCC1)OC(=O)c1ccc(C(C)(C)C)cc1 (stereo not given) returned Vif-A3G inh 2%, Vif-A3F inh -2%, RXFP1 agonist -3.5%, D1 potentiator 4, D1 antagonist 2, Glioma ERSR ind 1%, D2 PAM 4, LDHA inh -1 and D1 ag 23.

(further entries)
`C[C@@H]1CN([C@H](C)CO)C(=O)c2cc(Br)cnc2O[C@@H]1CN(C)C(=O)Nc1ccccc1` gave Vif-A3G inh 2%, Vif-A3F inh 4%, Glioma ERSR ind 3% and LDHA inh 2.
For COc1ccc(C2C(C(=O)NCCN3CCOCC3)c3ccccc3C(=O)N2C2CCCCC2)cc1 (stereo not given) the results were Vif-A3G inh 1%, Vif-A3F inh 0%, RXFP1 agonist 1.3%, D1 potentiator -4, D1 antagonist 6, Glioma ERSR ind -5%, D2 PAM 4, LDHA inh -3 and D1 ag 0.
COc1ccc(CNC(=O)c2cnc3sc(N4CCCC4)nn3c2=O)c(OC)c1 was read as Vif-A3G inh 5%, Vif-A3F inh -1%, RXFP1 agonist 4.8%, D1 potentiator 1, D1 antagonist -1, Glioma ERSR ind -1%, D2 PAM -10, LDHA inh 0 and D1 ag 1.
For Cc1ccc2c(c1)N(CC(=O)NC1CCCC1)C(=O)C(C)O2 (stereo not given) the results were Vif-A3G inh 2%, Vif-A3F inh inconclusive, RXFP1 agonist 1.5%, D1 potentiator -6, D1 antagonist -14, Glioma ERSR ind -3%, D2 PAM -2, LDHA inh 0 and D1 ag 2.
O=C(Nc1ccc2c(c1)OCCO2)C1CCN(C(=O)c2ccc([N+](=O)[O-])cc2)CC1 was read as Vif-A3G inh 0%, Vif-A3F inh -1%, RXFP1 agonist 1.2%, D1 potentiator -8, D1 antagonist -31*, Glioma ERSR ind -4%, D2 PAM 5, LDHA inh -1 and D1 ag 3.
Screening COc1cc2c(=O)c(S(=O)(=O)c3ccc(C(C)C)cc3)cn(Cc3ccccc3C)c2cc1OC returned Vif-A3G inh -1%, Vif-A3F inh -10%, RXFP1 agonist 4.2%, D1 potentiator 1, D1 antagonist 23, Glioma ERSR ind -3%, LDHA inh 3 and D1 ag 8.
`CC1C=CCC2C(=O)N(c3ccccc3OC(=O)c3cccs3)C(=O)C12` (stereo not given) gave Vif-A3G inh 0%, Vif-A3F inh -3%, RXFP1 agonist 0.0%, D1 potentiator -3, D1 antagonist -8, Glioma ERSR ind -2%, D2 PAM 3, LDHA inh -5 and D1 ag 4.
`Cc1cc(C)cc(NCc2ccncc2)c1` gave Vif-A3G inh 2%, Vif-A3F inh 6%, RXFP1 agonist 2.4%, D1 potentiator -6, D1 antagonist 5, Glioma ERSR ind -4%, D2 PAM -2, LDHA inh 2 and D1 ag 5.
For O=C(NNC(=O)c1ccc([N+](=O)[O-])cc1)c1ccc(F)cc1 the results were Vif-A3G inh 0%, Vif-A3F inh 14%, Glioma ERSR ind 1% and LDHA inh -2.
For CCOC(=O)c1cccc(-n2c(-c3ccc(OC)cc3)nc3nc4ccccc4nc32)c1 the results were RXFP1 agonist 0.7%, D1 potentiator -8, D1 antagonist -20, D2 PAM -2 and D1 ag 0.
S=C(NCCC1=CCCCC1)Nc1ccc(Cl)cc1 was read as Vif-A3G inh -3%, Vif-A3F inh 6%, RXFP1 agonist -1.3%, D1 potentiator -3, D1 antagonist -28, Glioma ERSR ind 6%, D2 PAM -12, LDHA inh -4 and D1 ag 28.
For O=S(=O)(CC(CN1CCOCC1)N1CCOCC1)c1ccccc1 (stereo not given) the results were Vif-A3G inh -1%, Vif-A3F inh -1%, RXFP1 agonist -2.4%, D1 potentiator -10, D1 antagonist 9, Glioma ERSR ind -1%, D2 PAM 6, LDHA inh 0 and D1 ag 3.
Screening O=C(C1CCCCC1)N1C[C@H](n2cc(C3CC3)nn2)[C@@H](O)C[C@@H]1c1ccccc1 returned Vif-A3G inh 0%, Vif-A3F inh -4%, Glioma ERSR ind -4% and LDHA inh -1.
`CCOc1ccc(N(CC(=O)Nc2cccc(Cl)c2)S(=O)(=O)c2c(C)noc2C)cc1` gave Vif-A3G inh -8%, Vif-A3F inh -5%, RXFP1 agonist 1.5%, D1 potentiator -6, D1 antagonist -36*, Glioma ERSR ind -4%, D2 PAM 8, LDHA inh -5 and D1 ag 4.
For CCn1c(=S)sc2c(=O)n(CC(=O)Nc3cccc(Cl)c3)c(C)nc21 the results were Vif-A3G inh 0%, Vif-A3F inh inconclusive, RXFP1 agonist 0.6%, D1 potentiator 7, D1 antagonist 8, Glioma ERSR ind -8%, D2 PAM 2, LDHA inh -11 and D1 ag 4.
Screening O=C(Cc1c(C(=O)O)[nH]c2ccccc12)Nc1ccc2c(c1)OCO2 returned Vif-A3G inh 2%, Vif-A3F inh 6%, RXFP1 agonist 0.4%, D1 potentiator 2, D1 antagonist -1, Glioma ERSR ind -6%, D2 PAM -1, LDHA inh -5 and D1 ag 1.
